High-throughput results: PubChem, National Center for Advancing Translational Sciences (NCATS)
PI4K2A inh: qHTS for small molecular inhibitors of PI4K2A. Phosphatidylinositol 4-kinase type 2-alpha (Homo sapiens), Q9BTU6. purified PI4K2A, ADP-Glo luminescence, 1 h; stronger effect = lower value. activity change, negative = inhibition, % at 76.9 µM. 420,000 tested, 0.13% active; in the data active = activity change below about -50%; inconclusive = mostly about -30% to -49%;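 also: -100% = wells without enzyme as full effect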
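In this quantitative HTS, ADP production by PI4K2A was quantified luminescently after 1 h at ambient temperature; 100 microM adenosine served as plate-quality control.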
JMJD2A Tudor inh: qHTS Assay for Inhibitors of JMJD2A-Tudor Domain. AlphaScreen JMJD2A-Tudor / H3K4me3 peptide binding. Potency, µM (highest dose often 114 µM), for the others: at the highest dose activity change, negative = inhibition, hits mostly inhibitors. 390,000 tested, 4.4% active. AID 504339, 2011; also: potency is read from the fitted curve at half-maximal effect; % is scaled to controls: 0 for no effect and ±100 for the full control effect; nearly all actives have a fitted effect of over 50% in size
G9a block: qHTS Assay for Inhibitors of Histone Lysine Methyltransferase G9a; Histone-lysine N-methyltransferase EHMT2 (Homo sapiens), Q96KQ7; G9a H3K9 monomethylation, AlphaScreen, 2 h; Potency, µM (doses to about 102 µM), without a hit: at the top dose activity, negative = inhibition, actives largely listed as inhibitors; 350,000 tested, 8.8% active; AID 504332, 2011; also: potency is read from the fitted curve at half-maximal effect; % is scaled to controls: 0 for no effect and ±100 for the full control effect; nearly all actives have a fitted effect of over 75% in size
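Step 1: enzyme (final 20 nM) with compound, 15 min RT. Step 2: substrate peptide 500 nM and SAM 20 uM, 2 h RT. Step 3: anti-H3K9me1 antibody and AlphaScreen beads, 10 min, then plate read.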
BAZ2B inh: qHTS Assay for Inhibitors of BAZ2B; Bromodomain adjacent to zinc finger domain protein 2B (Homo sapiens), Q9UIF8; AlphaScreen BAZ2B-H3K14Ac peptide displacement; Potency, µM (highest dose often 114 µM), for inactives: at the highest dose activity change, negative = inhibition, usual class: inhibitors; 360,000 tested, 4.4% active; AID 504333, 2011; also: potency is read from the fitted curve at half-maximal effect; % is scaled to controls: 0 for no effect and ±100 for the full control effect; nearly all actives have a fitted effect of over 60% in size
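Complex of BAZ2B and biotin-H3K14Ac (50 nM apiece) forms over 30 min at RT, then faces library compounds up to 110 uM for another 30 min; AlphaScreen beads added, 20 min dark incubation, luminescence read.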
HP1b binding inh: HTS for Inhibitors of HP1-beta Chromodomain Interactions with Methylated Histone Tails; AlphaScreen HP1-beta / biotin-H3K9me3 peptide binding; Chromobox protein homolog 1 (Homo sapiens), P83916; Potency, µM (titrated, usually from 114 µM), without a hit: at the highest dose activity change, negative = inhibition, most hits filed as inhibitors; AID 540317, 2011; 390,000 tested, 0.56% active; also: potency is read from the fitted curve at half-maximal effect; nearly all actives have a fitted effect of over 70% in size; inactives centre near 23
Target sequence (P83916 whole entry, looked up): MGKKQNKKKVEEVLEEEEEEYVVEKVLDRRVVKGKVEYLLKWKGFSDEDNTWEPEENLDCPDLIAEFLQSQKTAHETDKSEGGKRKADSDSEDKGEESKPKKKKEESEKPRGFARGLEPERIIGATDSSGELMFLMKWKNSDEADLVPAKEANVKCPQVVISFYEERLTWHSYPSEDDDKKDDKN
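HP1-beta protein (50 nM final) preincubated 30 min at room temperature with biotinylated H3(1-18)K9me3 peptide (50 nM) in PBS pH 7.4, 0.01% Tween-20, then compound added for 30 min. AlphaScreen streptavidin donor/nickel chelate acceptor beads (10 ug/mL final), 30 min dark, luminescence read.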
Pin1 inhibitor: qHTS Assay to Find Inhibitors of Pin1. 390,000 tested, 0.009% active. Potency, µM (titrated, usually from 115 µM), inactives show at the top dose activity, negative = inhibition, actives largely listed as inhibitors. Pin1 FP peptide displacement, HiFluor488, 10 min. Peptidyl-prolyl cis-trans isomerase NIMA-interacting 1 (Homo sapiens), Q13526; active = well fitted inhibition curve with a large enough effect in the polarisation, with a control signal flat, not every such curve was filed as active; inconclusive = small, poorly fitted or top-dose-only effect, or effect the other way, or a change in a side signal; inactive = no such curve, though single readings can be large or run the other way; the % refers to the polarisation; also: potency is read from the fitted curve at half-maximal effect; % is scaled to controls: 0 for no effect and ±100 for the full control effect
Target sequence (Q13526 whole entry, looked up): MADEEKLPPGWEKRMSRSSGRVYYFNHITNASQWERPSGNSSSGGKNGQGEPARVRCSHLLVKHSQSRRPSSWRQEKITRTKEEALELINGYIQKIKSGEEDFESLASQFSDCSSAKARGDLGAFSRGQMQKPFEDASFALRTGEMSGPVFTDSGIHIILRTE
Pol eta inh: qHTS for Inhibitors of Polymerase Eta | recombinant Pol eta, fluorescent DNA replication assay | Potency, µM (doses to about 114 µM), inactives show top-dose activity change, negative = inhibition, hits mostly inhibitors | 390,000 tested, 1.2% active | AID 588591, 2011; also: potency is read from the fitted curve at half-maximal effect; % is scaled to controls: 0 for no effect and ±100 for the full control effect
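Fluorescent replication assay: 50 nM final substrate added after a 15 min room-temperature compound preincubation with 10 nM enzyme. Signal taken at 0 min and again at 10 min.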
GLS inh: qHTS for Inhibitors of Glutaminase (GLS); Glutaminase kidney isoform, mitochondrial (Homo sapiens), O94925; GLS enzymatic activity, qHTS titration; Potency, µM (series often up to 45.5 µM), without a hit: top-dose activity change, negative = inhibition, usual class: inhibitors; 410,000 tested, 0.21% active; AID 624170, 2012; also: potency is read from the fitted curve at half-maximal effect; % is scaled to controls: 0 for no effect and ±100 for the full control effect
Target sequence (O94925 whole entry, looked up, canonical isoform): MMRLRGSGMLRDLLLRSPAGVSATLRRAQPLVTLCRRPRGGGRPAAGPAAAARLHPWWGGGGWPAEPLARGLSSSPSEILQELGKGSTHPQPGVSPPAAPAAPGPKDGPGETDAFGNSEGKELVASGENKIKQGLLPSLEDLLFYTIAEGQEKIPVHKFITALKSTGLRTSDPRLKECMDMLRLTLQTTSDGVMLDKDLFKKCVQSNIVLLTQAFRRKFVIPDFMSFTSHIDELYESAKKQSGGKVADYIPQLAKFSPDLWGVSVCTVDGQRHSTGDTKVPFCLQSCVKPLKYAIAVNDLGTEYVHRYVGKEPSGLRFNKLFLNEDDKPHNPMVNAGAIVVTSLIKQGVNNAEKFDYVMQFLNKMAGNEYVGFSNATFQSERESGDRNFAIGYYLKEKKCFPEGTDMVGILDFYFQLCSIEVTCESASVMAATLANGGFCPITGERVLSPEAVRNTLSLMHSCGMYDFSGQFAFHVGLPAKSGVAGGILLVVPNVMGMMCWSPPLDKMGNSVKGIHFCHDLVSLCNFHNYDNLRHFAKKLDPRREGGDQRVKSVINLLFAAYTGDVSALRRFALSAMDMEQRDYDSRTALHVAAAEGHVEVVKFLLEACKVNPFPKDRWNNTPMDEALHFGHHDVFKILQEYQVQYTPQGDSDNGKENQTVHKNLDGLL
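hKGA in 45 mM KH2PO4 pH 8.2, 0.02% Tween-20 with pin-transferred compounds; 1 mM L-glutamine (stock) plus glutamate oxidase/HRP/Amplex Red coupling added. Fluorescence read initially and after 30 min at RT.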
PGK inhibitor: qHTS Assay to Find Inhibitors of Phosphoglycerate Kinase | Phosphoglycerate kinase, glycosomal (Trypanosoma brucei brucei), P07378 | PGK/GAPDH coupled, Kinase-Glo luminescence, 60 min | Potency, µM (doses to about 57.5 µM), for the others: top-dose activity change, negative = inhibition, hits mostly inhibitors | 380,000 tested, 0.043% active | AID 602233, 2012; also: potency is read from the fitted curve at half-maximal effect; % is scaled to controls: 0 for no effect and ±100 for the full control effect; nearly all actives have a fitted effect of over 60% in size
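Luminescent ATP detection (Kinase-Glo Plus) follows a 60-minute room-temperature incubation, with wells lacking PGK as controls. Buffer: 100 mM TEA (pH 7.6), 5 mM MgCl2, 0.01% Tween-20. Coupling enzyme GAPDH (100 nM final) supplies unstable 1,3-BPG in-well.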
Starred values were filed as active, the others as inactive; & = joins results of further samples; [ ] = dose if it differs, or a comment. Unless noted, calls follow the shape of the dose curve; as a rule, active = well fitted curve in the direction sought with a large enough effect; inconclusive = small, poorly fitted or top-dose-only effect, or another doubt; inactive = no such curve, though single readings can be large; an effect the other way counts as inactive or inconclusive.

`CC(NC(=O)c1cc2cc(Br)ccc2oc1=N)c1ccccc1` (stereo not given) gave PI4K2A inh -1, JMJD2A Tudor inh -14%, G9a block -8%, BAZ2B inh -17%, HP1b binding inh 28%, Pin1 inhibitor -4%, Pol eta inh -7%, GLS inh -1% and PGK inhibitor -4%.
For CN(Cc1cccc(Cl)c1)C(=O)C1CCC(=O)N(C2CC2)C1 (stereo not given) the results were PI4K2A inh -3, JMJD2A Tudor inh -22%, G9a block 20%[59 µM], BAZ2B inh -4%, HP1b binding inh 10%, Pin1 inhibitor 0%, Pol eta inh -10%, GLS inh -7% and PGK inhibitor -2%.
For COc1ccccc1/C=C/c1nc(C#N)c(NCCc2ccccc2)o1 the results were PI4K2A inh 1, JMJD2A Tudor inh -7%, G9a block inconclusive, BAZ2B inh inconclusive, HP1b binding inh inconclusive, Pin1 inhibitor -3% and GLS inh 6%.
C=CCn1c(SCc2c(F)cccc2Cl)nnc1-c1ccco1 was read as PI4K2A inh 2, JMJD2A Tudor inh inconclusive, G9a block -73%, BAZ2B inh 0%, HP1b binding inh 10%, Pin1 inhibitor -2%, Pol eta inh 1%, GLS inh -2% and PGK inhibitor -7%.
`CCn1c(CC(=O)Nc2ccccc2)nnc1SCC(=O)Nc1nncs1` gave PI4K2A inh -1, JMJD2A Tudor inh -3%, G9a block -7%, BAZ2B inh 6%, HP1b binding inh 34%, Pin1 inhibitor 0%, Pol eta inh -16%, GLS inh -9% and PGK inhibitor -6%.
`COc1ccc(C(=O)N2CCc3ccccc32)cc1S(=O)(=O)N1CCOCC1` gave PI4K2A inh 2, JMJD2A Tudor inh 0%, G9a block 12%[12.7 µM], BAZ2B inh -7%, HP1b binding inh 7%, Pin1 inhibitor -12%, Pol eta inh -20%, GLS inh -4% and PGK inhibitor -22%.
For CCOC(=O)Cc1csc(NC(=O)COc2ccc3c(C)cc(=O)oc3c2)n1 the results were PI4K2A inh -10, JMJD2A Tudor inh -9%, G9a block -28%, BAZ2B inh -37%, HP1b binding inh 23%, Pin1 inhibitor inconclusive, Pol eta inh 32µM*, GLS inh 1% and PGK inhibitor -14%.
`c1cc2c(cc1CN1CCOCC1)OCO2` gave PI4K2A inh -3, JMJD2A Tudor inh -20%, G9a block -48%, BAZ2B inh 4%, HP1b binding inh 35%[activator], Pin1 inhibitor 3%, Pol eta inh -4% and GLS inh 2%.
`O=C(COc1cccc(Oc2ccccc2)c1)Nc1ncccn1` gave PI4K2A inh -13, JMJD2A Tudor inh -18%, G9a block inconclusive, BAZ2B inh 7%, HP1b binding inh 36%, Pin1 inhibitor -2%, Pol eta inh -3%, GLS inh 1% and PGK inhibitor inactive.
For CCN(CC)C(=O)C1=C(C)N(Cc2ccc(C(C)(C)C)cc2)C(=O)C(CC(=O)NCCN2CCOCC2)C1 (stereo not given) the results were PI4K2A inh -3, Pol eta inh -10%, GLS inh 1% and PGK inhibitor 8%.
For Cn1c(SCC(=O)N2CCN(C(=O)c3ccco3)CC2)nnc1-c1ccc(NS(C)(=O)=O)cc1 the results were PI4K2A inh 3, JMJD2A Tudor inh -3%, G9a block 21%, BAZ2B inh 0%, HP1b binding inh 36%[activator], Pin1 inhibitor -5%, Pol eta inh -17%, GLS inh 1% and PGK inhibitor -1%.
For O=Nc1c(O)ccc2cc(S(=O)(=O)O)ccc12 the results were PI4K2A inh inconclusive, JMJD2A Tudor inh 2.8µM*, HP1b binding inh 9%, Pin1 inhibitor inconclusive, Pol eta inh 14µM*, GLS inh 26% and PGK inhibitor -2%.
For COc1ccc2c(CNCc3ccc(Cl)cc3)c(C(=O)O)n(Cc3ccccc3C)c2c1 the results were PI4K2A inh -3, JMJD2A Tudor inh -10%, G9a block -24%[59 µM], BAZ2B inh -21%, HP1b binding inh 47%[activator], Pin1 inhibitor 9%, Pol eta inh 0%, GLS inh -1% and PGK inhibitor 0%.
Screening COc1ccc(-n2nnnc2SCC(=O)NC2CC2)cc1 returned PI4K2A inh -25, JMJD2A Tudor inh -3%, G9a block -5%[2.33 µM], BAZ2B inh -2%, HP1b binding inh 47%, Pin1 inhibitor -8%, Pol eta inh 89µM*, GLS inh -6% and PGK inhibitor inactive.
N#Cc1ccc(N2C(=O)[C@@H]3C(C(=O)c4ccc5ccccc5n4)=NN[C@@H]3C2=O)cc1 was read as PI4K2A inh 1, JMJD2A Tudor inh -17%, G9a block inconclusive, BAZ2B inh inconclusive, HP1b binding inh 54%[activator], Pin1 inhibitor 5%, Pol eta inh -19%, GLS inh 17% and PGK inhibitor -3%.
O=C1Nc2ccc(S(=O)(=O)NCc3ccccn3)c3cccc1c23 was read as PI4K2A inh -1, JMJD2A Tudor inh inconclusive, G9a block 14%, BAZ2B inh -23%, HP1b binding inh inconclusive, Pin1 inhibitor -8%, Pol eta inh 20µM*, GLS inh 47%[activator] and PGK inhibitor -13%.
`CCC(=O)N1CCN(C(=O)c2ccccc2)CC1` gave PI4K2A inh 3&1, JMJD2A Tudor inh -7%, G9a block 6%[59 µM], BAZ2B inh -7%, HP1b binding inh 36%[activator], Pin1 inhibitor -3%, Pol eta inh -13%, GLS inh -2% and PGK inhibitor -9%.
Screening CCOC(=O)C1CCCN(C(=O)c2ccccc2NC(C)=O)C1 (stereo not given) returned PI4K2A inh -7, JMJD2A Tudor inh -4%[57.1 µM], G9a block 1%[59 µM], BAZ2B inh -2%, HP1b binding inh 33%, Pin1 inhibitor -1%, Pol eta inh -11%, GLS inh -6% and PGK inhibitor -15%.
`C(=N\Nc1nc(Nc2ccccc2)nc(Nc2ccccc2)n1)/c1ccncc1` gave PI4K2A inh -1, JMJD2A Tudor inh -18%, G9a block -20%, BAZ2B inh -22%, HP1b binding inh 21%, Pin1 inhibitor 6%, Pol eta inh -25%, GLS inh 1% and PGK inhibitor 3%.
For COc1ccc(NC(C)=O)cc1S(=O)(=O)Nc1ccc(S(=O)(=O)N2CCCCC2)cc1 the results were PI4K2A inh 2, JMJD2A Tudor inh -18%, HP1b binding inh 7%[57 µM], Pin1 inhibitor 0%, Pol eta inh -13%, GLS inh -9% and PGK inhibitor -3%.
COCCCN1CC(=O)N2C(c3cccc(OC)c3)c3[nH]c4ccccc4c3C[C@H]2C1=O (stereo not given in full) was read as PI4K2A inh 0, JMJD2A Tudor inh -22%, G9a block -42%, BAZ2B inh -4%, HP1b binding inh 3%, Pin1 inhibitor 1%, Pol eta inh -18%, GLS inh 6% and PGK inhibitor -5%.
`COc1ccc(OC)c(NC(=O)CN(c2ccccc2OC)S(=O)(=O)c2ccc(C)cc2)c1` gave PI4K2A inh -1, JMJD2A Tudor inh -14%, G9a block inconclusive, BAZ2B inh -18%, HP1b binding inh 19%, Pin1 inhibitor 8%, Pol eta inh inconclusive, GLS inh 4% and PGK inhibitor -1%.
For O=C(CSc1ccccc1C(=O)NCc1ccccc1)NC12CC3CC(CC(C3)C1)C2 the results were PI4K2A inh -4, JMJD2A Tudor inh -16%, G9a block 10µM*, BAZ2B inh -8%, HP1b binding inh 26%, Pin1 inhibitor 20%, Pol eta inh -21%, GLS inh 1% and PGK inhibitor -1%.
Screening COc1ccc(CC(=O)Nn2c(-c3ccccc3)nc3ccccc3c2=O)cc1 returned PI4K2A inh 2, JMJD2A Tudor inh -13%, G9a block inconclusive, BAZ2B inh -17%, HP1b binding inh 25%, Pin1 inhibitor 5%, Pol eta inh 4%, GLS inh 8% and PGK inhibitor -2%.
For CCOc1cc(S(=O)(=O)Nc2ncn[nH]2)ccc1Br the results were PI4K2A inh 3, JMJD2A Tudor inh inconclusive, G9a block 68%[activator], BAZ2B inh 15%, HP1b binding inh 15%, Pin1 inhibitor -3%, Pol eta inh -15%, GLS inh 4% and PGK inhibitor -4%.
For COc1ccc(Cl)cc1C(=O)NC1CC(C)(C)NC(C)(C)C1 the results were PI4K2A inh -4, Pol eta inh 1%, GLS inh 0% and PGK inhibitor -7%.
`Cc1ccc(-n2ncc(C(=O)N3CCN(C(=O)c4ccco4)CC3)c2C2CCN(C(=O)OC(C)(C)C)CC2)cc1` gave PI4K2A inh -2, JMJD2A Tudor inh -13%, G9a block -20%[59 µM], BAZ2B inh 10%[57.1 µM], HP1b binding inh 23%, Pin1 inhibitor -8%, Pol eta inh 11%, GLS inh -2% and PGK inhibitor -9%.
For COc1ccccc1CNC(=O)Cn1ccsc1=N the results were PI4K2A inh 3, JMJD2A Tudor inh -8%, BAZ2B inh 5%, HP1b binding inh 53%[activator], Pin1 inhibitor -6%, Pol eta inh -17%, GLS inh -9% and PGK inhibitor -3%.

An excerpt; the hit share may differ from the screen's.
